# Screening results from PubChem BioAssay.
# TrxR1 substrate: qHTS Assay for Substrates of Mammalian Selenoprotein Thioredoxin Reductase 1 (TrxR1): qHTS | Thioredoxin reductase 1, cytoplasmic (Rattus norvegicus), O89049 | purified TrxR1 substrate turnover, NADPH consumption readout | Potency, µM (titrated, usually from 114 µM), without a hit: at the top dose activity change, negative = substrate turnover | 390,000 compounds, 0.01% hits | AID 588456, 2011; also: % is scaled to controls: 0 for no effect and ±100 for the full control effect; nearly all actives have a fitted effect of over 50% in size
#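 Rat TrxR1, dispensed at 90 nM, was prereduced with 400 uM NADPH (final) for 5 min at ~22 deg C, then incubated with compound 15 min before 400 uM selenite. A first-read NADPH fluorescence drop versus no-compound background flagged substrates.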
# RGS4 inhibitor: Inhibitors of Regulator of G Protein Signaling (RGS) 4: qHTS | Transcreener GDP fluorescence polarization, RGS4-accelerated GTP hydrolysis | Regulator of G-protein signaling 4 (Homo sapiens), P49798 | 390,000 compounds, 0.039% hits | Potency, µM (top dose mostly 114 µM), inactives show at the highest dose activity change, negative = inhibition, most hits filed as inhibitors; also: % is scaled to controls: 0 for no effect and ±100 for the full control effect; nearly all actives have a fitted effect of over 75% in size; some results filed as inactive show a strong effect at the top dose
# Target sequence (P49798 whole entry, looked up): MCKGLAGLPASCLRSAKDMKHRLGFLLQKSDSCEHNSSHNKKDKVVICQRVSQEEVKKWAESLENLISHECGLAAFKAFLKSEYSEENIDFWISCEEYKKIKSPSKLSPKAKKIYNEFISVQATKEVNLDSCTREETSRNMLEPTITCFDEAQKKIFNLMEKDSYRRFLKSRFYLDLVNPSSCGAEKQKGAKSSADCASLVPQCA
#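 MLSMR compounds (23 nl, pin-transferred) preincubated 10 min at room temperature with a 500nM (2x) first reagent, then RGS4 at 900nM (2x) plus Transcreener GDP mix added; fluorescence polarization (620/688 nm) read before and after 90 min at 30 °C.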
# USP1 inh: Inhibitors of USP1/UAF1: Primary Screen | Ubiquitin carboxyl-terminal hydrolase 1 (Homo sapiens), O94782 | recombinant USP1/UAF1, Ub-Rhodamine cleavage fluorescence | Potency, µM (top dose mostly 57.1 µM), without a hit: at the top dose activity change, negative = inhibition, hits mostly inhibitors | 390,000 compounds, 0.23% hits; also: % is scaled to controls: 0 for no effect and ±100 for the full control effect; nearly all actives have a fitted effect of over 60% in size; inactives centre near -12
#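 Step one: compound is pinned into 1nM USP1/UAF1 in HEPES pH 7.8 buffer with TCEP. Step two: 15 min room-temperature incubation. Step three: Ub-Rho (150nM final) starts cleavage, tracked by fluorescence over six one-minute reads.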
# Vif-APOBEC3F blk: qHTS for Inhibitors of Vif-A3F Interactions: qHTS | HeLa A3F-eYFP + Vif (tagged APOBEC3F with the HIV-1 protein that degrades it), YFP fluorescence increase | Potency, µM (series often up to 46.1 µM), for the others: at the top dose activity, negative = active | 390,000 compounds, 0.2% hits | AID 602313, 2012; also: % of control where 0% means no effect; nearly all actives have a fitted effect of over 65% in size
#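 HeLa cells stably expressing Vif plus C-terminally eYFP-tagged A3F were seeded, incubated overnight at 37 deg C, dosed with compound, incubated overnight again at 37 deg C. Yellow fluorescence (Ex 488/Em 500-530) reported blocked Vif-mediated A3F-eYFP degradation.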
# RXFP1 agonist: qHTS Assay for Agonists of the Relaxin Receptor RXFP1 | Relaxin receptor 1 (Homo sapiens), Q9HBX9 | HEK293T-RXFP1 cAMP TR-FRET, 30 min; response scale: percent of porcine relaxin response, buffer zero | Potency, µM (highest dose often 57.5 µM), inactives show at the top dose activation, hits mostly activators | 370,000 compounds, 0.3% hits; also: % is scaled to controls: 0 for no effect and ±100 for the full control effect; nearly all actives have a fitted effect of over 60% in size; many of its hits are not listed in these tables
#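 HEK293 cells stably expressing RXFP1, treated 30 min at 37C with compounds plus PDE4 inhibitor Ro 20174; cAMP measured by HTRF TR-FRET. Normalized to buffer and 29 nM porcine relaxin; EC50 by Hill fit.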
# 12-LOX inh: Primary qHTS assay for inhibitors of human arachidonate 12S-lipoxygenase (ALOX12): Round 2 | purified 12hLO, xylenol orange hydroperoxide absorbance | Potency, µM (top dose mostly 108 µM), without a hit: top-dose activity change, negative = inhibition, usual class: inhibitors | 580,000 compounds, 1.1% hits | AID 1671190, 2021; also: % is scaled to controls: 0 for no effect and ±100 for the full control effect
#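 Purified human 12hLO (150 nM final) in 25 mM Hepes, 0.01% Triton X-100, pH 7.0 was preincubated 15 min at room temperature with compound. Then 40 uM arachidonic acid was added, 30 min. Hydroperoxide was read by Fe-XO absorbance ratio 573/405 nm.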
# Vif-A3G inh: qHTS for Inhibitors of Vif-A3G Interactions: qHTS | HeLa A3G-eYFP + Vif (tagged APOBEC3G with the HIV-1 protein that degrades it), YFP fluorescence, overnight | Potency, µM (series often up to 46.1 µM), for inactives: top-dose activity, negative = active, hits mostly inhibitors | AID 602310, 2012 | DNA dC->dU-editing enzyme APOBEC-3G (Homo sapiens), Q9HC16 | 410,000 compounds, 0.076% hits;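 also: % is scaled to controls: 0 for no effect and ±100 for the full control effect; nearly all actives have a fitted effect of over 60% in size; hits raise eYFP signal because A3G escapes Vif-driven loss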
# Target sequence (Q9HC16 whole entry, looked up): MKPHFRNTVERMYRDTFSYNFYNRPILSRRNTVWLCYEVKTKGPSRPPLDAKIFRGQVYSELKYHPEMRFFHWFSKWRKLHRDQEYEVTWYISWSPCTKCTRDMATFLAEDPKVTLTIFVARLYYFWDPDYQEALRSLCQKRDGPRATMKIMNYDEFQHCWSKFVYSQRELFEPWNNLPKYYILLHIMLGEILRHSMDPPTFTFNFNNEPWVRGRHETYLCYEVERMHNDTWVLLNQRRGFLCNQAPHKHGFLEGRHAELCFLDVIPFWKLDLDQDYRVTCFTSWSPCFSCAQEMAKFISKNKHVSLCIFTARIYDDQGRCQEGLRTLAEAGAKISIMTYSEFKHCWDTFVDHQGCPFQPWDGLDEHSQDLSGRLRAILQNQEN
#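 HeLa cells stably expressing Vif and C-terminally eYFP-tagged A3G, seeded overnight at 37 deg C, then exposed to compound by pintool overnight at 37 deg C. Rise in yellow fluorescence (Ex 488/Em 500-530, Acumen) marks blocked Vif-driven A3G degradation.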
# TrxR1 inh: qHTS Assay for Inhibitors of Mammalian Selenoprotein Thioredoxin Reductase 1 (TrxR1): qHTS; Thioredoxin reductase 1, cytoplasmic (Rattus norvegicus), O89049; recombinant rTrxR1, NADPH fluorescence consumption, selenite substrate; Potency, µM (titrated, usually from 114 µM), without a hit: at the highest dose activity change, negative = inhibition, usual class: inhibitors; 390,000 compounds, 1% hits; also: % is scaled to controls: 0 for no effect and ±100 for the full control effect; nearly all actives have a fitted effect of over 65% in size
#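 Rat TrxR1 (90 nM in the dispensed reagent) was pre-reduced with 400 uM NADPH for 5 min at room temperature, then incubated with compound for 15 min. After 400 uM selenite was added, NADPH fluorescence (Ex 340/Em 450 nm) was followed for 8 min.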
# IDH1 R132H inh: qHTS for Inhibitors of mutant isocitrate dehydrogenase 1 (IDH1): qHTS. 390,000 compounds, 0.093% hits. AID 602179, 2012. IDH1-R132H enzyme, NADPH consumption, diaphorase/resazurin fluorescence. Isocitrate dehydrogenase [NADP] cytoplasmic (Homo sapiens), O75874. Potency, µM (top dose mostly 76.6 µM), without a hit: at the highest dose activity change, negative = inhibition, usual class: inhibitors; also: % is scaled to controls: 0 for no effect and ±100 for the full control effect; nearly all actives have a fitted effect of over 65% in size
# Target sequence (O75874 whole entry R132H, stated change not applied): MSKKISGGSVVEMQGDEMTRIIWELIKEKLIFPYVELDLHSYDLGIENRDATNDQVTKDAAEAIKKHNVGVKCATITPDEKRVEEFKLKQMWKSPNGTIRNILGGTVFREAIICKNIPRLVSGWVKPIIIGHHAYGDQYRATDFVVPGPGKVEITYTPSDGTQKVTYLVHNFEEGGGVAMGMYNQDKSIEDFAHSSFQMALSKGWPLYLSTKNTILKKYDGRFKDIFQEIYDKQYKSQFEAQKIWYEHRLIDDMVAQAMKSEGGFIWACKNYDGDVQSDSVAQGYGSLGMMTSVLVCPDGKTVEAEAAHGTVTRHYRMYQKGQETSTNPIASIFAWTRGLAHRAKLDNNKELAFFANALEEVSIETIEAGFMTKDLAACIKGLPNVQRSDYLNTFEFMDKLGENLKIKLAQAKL
#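 IDH1-R132H (0.5 ug/mL) preincubated 30 min with compound, then NADPH (0.016 mM) and alpha-KG (2 mM) added; 80 min at RT, pH 7.5. Remaining NADPH coupled via diaphorase/resazurin to fluorescence (540/590 nm); concentration-response curves normalized to no-enzyme control.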
# * marks the source's active call; other numbers are inactive results; i = inactive; ? = inconclusive; . = no result given; [ ] = another dose, or the depositor's remark. Calls follow the shape of the dose curve; as a rule, active = well fitted curve in the direction sought with a large enough effect; inconclusive = small, poorly fitted or top-dose-only effect, or another doubt; inactive = no such curve, though single readings can be large; an effect the other way counts as inactive or inconclusive. Potency is read from the fitted curve at half-maximal effect. This is a subset; rates above refer to the full screens.
SMILES,TrxR1 substrate,RGS4 inhibitor,USP1 inh,Vif-APOBEC3F blk,RXFP1 agonist,12-LOX inh,Vif-A3G inh,TrxR1 inh,IDH1 R132H inh
CCCCn1cc2c(c1-c1ccc(Br)cc1)c(=O)n(C)c(=O)n2C,15%,-19%,-23%,4%,7.6%,?,7%,25%,?
O=C(NCC(c1ccco1)N1CCCCC1)c1cccc(NS(=O)(=O)c2ccc(Br)cc2)c1 (stereo not given),-15%,-3%,-13%,-7%,-0.3%,?,-4%,-13%,0%
O=C(NCc1cccs1)c1ccc(N2CCCCC2)nc1,5%,-12%,-21%,-4%,-0.1%,-9%,-5%,13%,6%
Nc1nc(Sc2ccc(C(F)(F)F)cc2[N+](=O)[O-])n[nH]1,2%[57.1 µM],4%,2%,-1%,-0.6%,0%,0%,-15%[57.1 µM],10%
C=CCOn1c(-n2nc(C)cc2C)nc2ccccc2c1=O,-2%,13%,-6%,-27%,0.6%,24%,3%,-2%,3%
CCn1c(CNC(=O)C23CC4CC(CC(C4)C2)C3)nnc1SCC(=O)Nc1ccc(C)cc1,8%,-7%,-16%,-1%,-0.1%,0%,-20%,22%,-1%
O=C(COC(=O)CCc1ccc(S(=O)(=O)N2CCOCC2)cc1)NCc1ccc(Cl)cc1,0%,0%,-21%,-3%,0.0%,5%,-1%,10%,-4%
CN(c1ccc(C(=O)NCC2CCCO2)cc1)S(=O)(=O)c1ccccc1 (stereo not given),-8%,20%,-2%,8%,-0.1%,180%[activator],-2%,-8%,9%
Cc1cccc(N2CCN(Cc3c(C)n(C)n(-c4ccccc4)c3=O)CC2)c1C,4%,-36%,-10%,0%,0.1%,0%,-10%,22%,0%
Cc1c(C(=O)NCC(C)(C)N2CCOCC2)oc2ccccc12,0%,5%,-8%,13%,0.0%,-9%,3%,15%,0%
COc1ccc(Nc2nc(C)c3ccccc3n2)cc1,-8%,?,-22%,2%,2.0%,?,1%,-6%,6%
COc1ccc(S(=O)(=O)Nc2cccc(N(C)S(C)(=O)=O)c2)cc1Br,-8%,12%,-15%,2%,-1.4%,-10%,3%,-12%,-2%
CCN(CC)CC(=O)Nc1scc2c1c(=O)oc1ccccc12,-5%[57.1 µM],5%,-9%,11%,0.2%,160%[activator],3%,20%[2.29 µM],3%
O=C(NC(=S)Nc1ccccc1CO)C1CCCCC1,6%,-16%,-14%,5%,.,?,1%,9%,-8%
COC(=O)Nc1ccc(S(=O)(=O)N2CCC(C)CC2)cc1,14%[57.1 µM],2%,-13%,-4%,0.5%,-6%,-7%,25%,6%
CC1(C)CC(=O)CC(=Nc2ccc(C(=O)O)cc2)C1,-10%,0%,-26%,-9%,2.0%,i,0%,-15%,3%
CCOc1cc(-c2noc(CCC(=O)N3CCOCC3)n2)ccc1OC,9%[57.1 µM],15%,-12%,-2%,1.8%,12%,-1%,5%[57.1 µM],8%
COc1cc(NC(=O)c2ccc(-c3cccc(F)c3)o2)ccc1NC(=O)c1ccccc1Cl,11%[57.1 µM],-3%,-20%,5%,.,6%,-11%,4%[57.1 µM],-12%
CCN1CCN(Cc2nc(N)nc(Nc3ccc(C)c(C)c3)n2)CC1,5%[57.1 µM],31%,-5%,8%,-1.0%,-1%,-1%,7%[57.1 µM],4%
O=C(Nc1ccc(F)cc1)N1CCN(C(=O)c2nsc3ccccc23)CC1,-2%[57.1 µM],28%,-28%,2%,-1.7%,-10%,3%,13%[57.1 µM],-12%
Cc1ccc(C(=O)/C=C/Nc2ccccc2C(N)=O)cc1,0%,-15%,-19%,3%,-2.7%,0%[57.4 µM],1%,-6%,13%
Cc1coc2cc3oc(=O)c4c(c3cc12)CCCC4,16%,-2%,-17%,-3%,-0.9%,18%,-1%,9%,-1%
Cc1ccc(S(=O)(=O)N2CCOC23CCN(C(=O)C(=O)NCCC(C)C)CC3)cc1,-4%[57.1 µM],23%,29%,4%,-0.2%,?,-1%,0%[57.1 µM],0%
Cc1ccc(CSc2ccc(S(=O)(=O)N3CCOCC3)cn2)cc1,2%,-8%,-18%,1%,-1.9%,4%,-1%,6%,12%
CCN(CC(=O)Nc1c(F)cccc1F)C(=O)Cc1c[nH]c2ccccc12,-3%,6%,-9%,0%,.,1%,-7%,9%,10%
COCCN(C(=O)CCC(=O)Nc1ccccn1)C(C(=O)NCCC(C)C)c1ccc(F)cc1 (stereo not given),7%,-8%,?,-9%,2.3%,-13%,4%,19%,-10%
CC(C)=CCc1cc([C@@H]2CC(=O)c3ccc(O)c(CC=C(C)C)c3O2)ccc1O,2%,-19%,-20%,-4%,.,?,-7%,16%,?
COc1ccc([N+](=O)[O-])cc1NCc1cccc([N+](=O)[O-])c1,0%[57.1 µM],2%,5%,2%,-1.2%,-3%,-13%,8%[57.1 µM],6%
O=C(O)c1c(-c2ccccc2)cnc2ccccc12,.,.,-22%,2%,.,-5%,3%,.,16%
N/C(=N\OC(=O)/C=C/c1ccccc1)c1ccncc1,2%,11%,-17%,-34%,-1.3%,13%,0%,17%,4%
c1ccc([C@H]2CC3C[C@@H](c4ccccc4)N2O3)cc1,-9%,-4%[11.4 µM],-13%,0%,-1.0%,-4%,-6%,11%[57.1 µM],-3%
Cn1c(=O)c2c(nc(SCCN3CCCCC3)n2C)n(C)c1=O,-2%,-6%,-20%,-20%,24%,0%,1%,3%,15%
CCNc1nc(SCC(=O)Nc2ccccc2)nc(N2CCOCC2)n1,2%,-3%,-5%,-16%,-0.4%,-1%,-5%,11%,22%
CC(C)Oc1ccc(C(CC(=O)O)c2ccc(F)cc2)cc1 (stereo not given),-1%,-15%,-9%,-15%,1.4%,6%,-2%,19%,14%
CCCN(CCC)C(=O)c1ccc2c(c1)OCO2,-5%,-13%,-11%,-7%,0.6%,1%,1%,5%,0%
CCCNC(=O)COc1coc(CN2CCN(c3ccccc3)CC2)cc1=O,211%[activator],22%,-17%,-4%,-1.5%,-16%,1%,2%,1%

# Reprinted at random: 3 compounds from above
SMILES,TrxR1 substrate,RGS4 inhibitor,USP1 inh,Vif-APOBEC3F blk,RXFP1 agonist,12-LOX inh,Vif-A3G inh,TrxR1 inh,IDH1 R132H inh
CCCN(CCC)C(=O)c1ccc2c(c1)OCO2,-5%,-13%,-11%,-7%,0.6%,1%,1%,5%,0%
COCCN(C(=O)CCC(=O)Nc1ccccn1)C(C(=O)NCCC(C)C)c1ccc(F)cc1 (stereo not given),7%,-8%,?,-9%,2.3%,-13%,4%,19%,-10%
Cn1c(=O)c2c(nc(SCCN3CCCCC3)n2C)n(C)c1=O,-2%,-6%,-20%,-20%,24%,0%,1%,3%,15%

# Further entries:
SMILES,TrxR1 substrate,RGS4 inhibitor,USP1 inh,Vif-APOBEC3F blk,RXFP1 agonist,12-LOX inh,Vif-A3G inh,TrxR1 inh,IDH1 R132H inh
C=CC[C@]12CCc3ccccc3C1N(c1ccc(C(=O)OCC)cc1)C2=O (stereo not given in full),6%[57.1 µM],18%,-22%,9%,1.9%,-10%,2%,15%[57.1 µM],-2%
O=C(NCc1ccncc1)C1CCN(S(=O)(=O)c2ccc(Cl)c(C(F)(F)F)c2)CC1,1%,-11%,-16%,-11%,-0.1%,-11%,1%,16%,4%
Cc1cc(C)nc(NC(=O)CN2C(=O)c3ccccc3S2(=O)=O)n1,-2%,-12%,-16%,-9%,1.0%,-14%,0%,-8%,-1%
Cc1ccc(Oc2ccc(-c3nc(N)nc(N)n3)cc2)cc1,-9%,-21%,-18%,4%,-0.9%,-41%,0%,2%,6%
Cc1nn(Cc2ccccc2Cl)c(Cl)c1C(=O)NCCc1ccccc1,0%,-9%,-10%,7%,0.0%,-3%,3%,9%,0%
COc1ccc(C(=O)C2CCN(CC(=O)Nc3cc(C)cc(C)c3)CC2)cc1,4%,21%,-17%,-25%,2.1%,1%,0%,14%,0%
COc1cccc(CNC(=O)Cn2c(=O)c3cccn3c3ccccc32)c1,10%,1%,-18%,0%,?,-20%,3%,26%,1%
Cc1ccc(NC(=O)CN2C(=O)C(C)(C)c3cc(S(=O)(=O)N4CCCCC4)ccc32)c(Br)c1,2%[57.1 µM],-28%,-3%,3%,-0.8%,8%,1%,14%[57.1 µM],17%
Cc1cc(N2CC34C=CC(O3)C(C(=O)O)C4C2=O)no1 (stereo not given),10%[57.1 µM],12%[11.4 µM],-9%,0%,-0.3%,0%,2%,30%[57.1 µM],7%
